Compound activity: PubChem BioAssay, several laboratories
IL1B cytotox = HUVEC cytotoxicity counter-screen, IL-1B stimulated. 0.41% of 94,000 active. AID 845. HUVEC cell count loss, Hoechst imaging. cell count reduction, % at 2 µM;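 active = cell count reduction more than 3 SD above the screen-wide mean, cut at about 70% in these data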;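 also: normalized per plate to untreated control cells as the no-loss baseline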
F-actin modifier = cytoskeleton assembly modification; HUVEC TNFa F-actin phalloidin imaging, high content; inhibition, % at 2 µM; 0.18% of 91,000 active; AID 836;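 active = inhibition above the batch mean plus 3 SD and confirmed as a hit by visual image inspection, cut at about 30% in these data, passing the limit was not always enough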; also: strong numbers were not always called active
FAK blocker = blocks human focal adhesion kinase activity | Q05397 | biochemical FAK kinase activity assay | inhibition, %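 (tested at 7 µM)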 | 0.84% of 97,000 active; in the data active = inhibition above about 19%;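 also: 0% = DMSO and 100% = reference compound high control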
Target sequence (Q05397 whole entry, looked up): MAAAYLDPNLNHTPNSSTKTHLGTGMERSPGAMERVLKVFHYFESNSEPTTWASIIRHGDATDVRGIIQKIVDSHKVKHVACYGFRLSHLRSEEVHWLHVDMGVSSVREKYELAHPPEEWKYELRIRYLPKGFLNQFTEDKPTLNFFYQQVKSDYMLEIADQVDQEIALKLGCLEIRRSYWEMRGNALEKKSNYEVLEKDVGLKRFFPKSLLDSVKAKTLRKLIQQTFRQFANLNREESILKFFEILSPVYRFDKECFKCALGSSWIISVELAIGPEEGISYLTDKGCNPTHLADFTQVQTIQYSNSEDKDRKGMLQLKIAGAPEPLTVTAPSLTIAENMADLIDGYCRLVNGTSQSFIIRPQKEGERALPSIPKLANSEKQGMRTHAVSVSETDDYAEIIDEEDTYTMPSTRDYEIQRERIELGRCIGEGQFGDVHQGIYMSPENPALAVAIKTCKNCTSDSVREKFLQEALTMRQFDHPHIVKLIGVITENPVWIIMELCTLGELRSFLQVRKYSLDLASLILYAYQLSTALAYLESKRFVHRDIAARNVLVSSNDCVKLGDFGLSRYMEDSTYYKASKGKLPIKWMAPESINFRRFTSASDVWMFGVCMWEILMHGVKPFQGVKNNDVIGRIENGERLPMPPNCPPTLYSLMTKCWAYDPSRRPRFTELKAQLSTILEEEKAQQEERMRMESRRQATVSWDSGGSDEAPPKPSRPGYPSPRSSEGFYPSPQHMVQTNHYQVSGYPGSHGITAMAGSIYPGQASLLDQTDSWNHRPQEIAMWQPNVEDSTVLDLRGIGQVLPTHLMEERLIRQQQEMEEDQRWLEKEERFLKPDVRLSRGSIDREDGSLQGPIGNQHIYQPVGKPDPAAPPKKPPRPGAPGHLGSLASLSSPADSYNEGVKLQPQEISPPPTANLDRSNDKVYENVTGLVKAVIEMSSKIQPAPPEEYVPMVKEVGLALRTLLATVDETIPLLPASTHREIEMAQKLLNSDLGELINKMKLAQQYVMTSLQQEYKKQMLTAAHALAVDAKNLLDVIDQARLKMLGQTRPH
ERa coact inh = ER-alpha (human) coactivator binding inhibition. P03372. TR-FRET ER-alpha LBD / SRC-1 peptide, estradiol-bound. inhibition, % at 25.6 µM. 1.7% of 86,000 active; in the data active = inhibition above about 50%;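 also: 0% = receptor plus peptide control and 100% = peptide only without receptor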
VCAM1 TNFa inh = reduces TNF alpha induced VCAM1 expression in HUVEC; HUVEC TNFa-induced VCAM-1 immunofluorescence, high-content imaging; 0.48% of 95,000 active; inhibition, % at 2 µM; AID 802;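 active = inhibition above the batch mean plus 3 SD, with images confirmed as a hit by eye, cut at about 37% in these data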;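 also: 0% = TNF-stimulated DMSO wells and 100% = unstimulated control wells; not every result past the cut was called active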
Pyk2 oligo antag = Pyk2 (human) oligomerization antagonism; Q14289; Q293 cells, Pyk2 FERM NanoBiT luminescence; stronger effect = lower value; z-score (the deposit names both 25 µM and 10 µM); 0.83% of 99,000 active; AID 1347419;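 active = Z-score of -3 or lower, scaled per plate to the spread of control and sample wells; inactive = z-score above -3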;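 also: negative z-score means lost luminescence so less FERM oligomerization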
LYP inh 2 = LYP (human) phosphatase inhibition | recombinant LYP catalytic domain, DiFMUP fluorescence | 0.21% of 96,000 active | inhibition, % at 2 µM | Q9Y2R2;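 active = inhibition at 2 µM at or above a set limit, the screen mean plus 3 SD, cut at about 24% in these data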;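 also: 0% = DMSO with enzyme and 100% = enzyme fully blocked by orthovanadate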
HUVEC tox TNFa = toxic to HUVEC cells under TNF alpha stimulation. HUVEC TNFalpha-stimulated, Hoechst cell count, imaging. cell count reduction, % at 2 µM. 0.17% of 93,000 active;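 active = cell count reduction exceeding the screen mean by over 5 SD, scaled to untreated wells per plate, cut at about 78% in these data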;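 also: cells counted after 24 h of TNF alpha exposure following the 1 h pretreatment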
LYP act = activators of human LYP (PTPN22) phosphatase | 0.11% of 96,000 active | recombinant LYP, DiFMUP fluorescence; 0 = plate median, 100 = signal doubled | Q9Y2R2 | activation, % at 2 µM;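 active = activation at 2 µM above a set limit, the mean plus 5 SD, cut at about 37% in these data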
* marks the source's active call; other numbers are inactive results; . = no result given; [ ] = dose if it differs, or a comment. No enrichment for hits (roughly 3.8% active in at least one column).

SMILES	IL1B cytotox	F-actin modifier	FAK blocker	ERa coact inh	VCAM1 TNFa inh	Pyk2 oligo antag	LYP inh 2	HUVEC tox TNFa	LYP act
COc1ccc(C2Nc3ccccc3C(=O)N2Cc2ccco2)cc1COc1ccc(F)cc1 (configuration not stated)	-11	-11	3	-3	-7	-2.4	16	3	-16
CN1C(=O)NC(NC(=O)c2ccco2)(C(F)(F)F)C1=O (configuration not stated)	-19	7	2	-6	8	2.6	-8	-4	5
Cc1ccc(S(=O)(=O)N2CCCCC2C(=O)NCc2ccco2)cc1 (configuration not stated)	-17	-4	-5	4	-16	0.15	3	-1	-5
CCOC(=O)Cc1csc(NC(=O)Cc2cccs2)n1	-25	-34	19*	90*[fluorescence artefact?]	0	0.58	-6	-2	5
Cc1ccc(C(=O)N/C(=C\c2sccc2C)C(=O)NCc2ccco2)cc1	-25	-15	-4	.	-8	0.58	3	-12	1
COCCNC(=O)COc1ccc(C)cc1C	8	1	1	-5	-2	-0.7	-3	-16	2
O=[N+]([O-])c1ccc(/C=N\N2CCN(c3ccc(Cl)cc3)CC2)cc1	-20	-66	0	.	3	-0.04	-12	-25	13
Cc1ccc(-c2ccc(/C=N/n3cnnc3)o2)cc1Cl	-105	13	-1	-2	24	-0.46	9	-6	-10
COc1ccc(NS(=O)(=O)c2cc(C(=O)O)ccc2C)cc1	0	-5	5	0[fluorescence artefact?]	16	0.13	0	-7	-3
COC(=O)c1cc(Br)c(=O)n(CCc2ccc(F)cc2)c1	18	11	-2	49[fluorescence artefact?]	9	-0.05	11	-10	-10
Clc1ccccc1COc1ccccc1-c1nnco1	9	-9	-1	2	0	0.22	1	-22	-1
CCCCn1c(CN2CCN(c3cccc(Cl)c3)CC2)nc2c1c(=O)[nH]c(=O)n2C	-30	-4	1	-17	-1	-0.11	11	-9	-16
O=C(c1ccc(C#CC2(O)CCCCC2)cc1)N1CCOCC1	-16	15	-1	13	-7	1.4	7	-4	-10
Cc1cccc2cc(C#N)c(SCC(=O)Nc3ccccc3N3CCOCC3)nc12	0	17	-7	20[fluorescence artefact?]	-18	-1.4	11	0	-13
CC1(C)CC(=O)C(C=Nc2ccccc2Sc2ccccc2)=C(O)C1	-12	-21	0	0	24	-1.6	11	4	-10
COc1ccc2c(c1OC)C(=O)N(C(C)C(=O)O)C2=O (configuration not stated)	-14	7	1	-3	13	2.2	-1	-10	1
N#CC1=C(N)OC2=C(CC/C2=C\c2ccccc2)C1c1ccccc1 (configuration not stated)	-11	-19	-4	.	13	-1.4	8	7	-6
CCOC(=O)c1cccc(NC(=O)/C=C/c2cccc([N+](=O)[O-])c2)c1	-32	-18	-1	.	-7	0.87	1	7	1
CCc1c(C)c2nncn2[nH]c1=O	-3	-50	-9	4	-5	-0.43	-8	10	5
Cc1cc(NC(=O)CSc2ccc3nnc(-c4cccc(F)c4)n3n2)no1	-39	-1	-1	-2	-1	0.38	9	-17	-6
C/C(=N\O)C1(C)N(O)C(C)(C)C(c2ccc(F)cc2)=[N+]1[O-] (configuration not stated)	-8	-8	0	-3	-1	-1.1	-6	0	4
Nc1nnc(SCc2ccc(F)cc2)s1	-26	-8	2	2	18	0.5	-8	10	7
Cc1cc(-c2ccccc2)c2nncn2n1	-12	16	-7	12	-1	0.76	2	-31	1
Cc1nnc(C)n1/N=C/c1cccn1C	8	-3	-1	-27	12	0.15	4	38	-4
CCCNC(=O)Cn1cnc2sc(C(=O)NCCN(CC)CC)c(C)c2c1=O	24	22	0	-10	8	0.22	-7	-20	8
(listing goes on)
SMILES	IL1B cytotox	F-actin modifier	FAK blocker	ERa coact inh	VCAM1 TNFa inh	Pyk2 oligo antag	LYP inh 2	HUVEC tox TNFa	LYP act
COC(=O)CNC(c1ccccc1)c1cc(C)ccc1NC(=O)CNC(=O)OCc1ccccc1 (configuration not stated)	-3	13	-1	.	-5	-1.1	1	-22	2
O=C1c2ccccc2C(=O)N1CCCCCc1nc(-c2ccccc2)no1	-10	-4	-8	-9	14	0.55	-6	-11	9
Cc1cccc(-c2noc(-c3ccccc3C(=O)NCC3CCCO3)n2)c1 (configuration not stated)	-4	-7	6	0[fluorescence artefact?]	25	-0.86	2	-29	-5
CC(=O)N(C)C1=C(O)c2ccccc2C(=O)C1=O	25	22	10	.	-2	0.19	-2	-7	4
O=C(NC1CC2CCCC(C1)N2C(=O)NC1CCCCC1)c1ccccc1 (configuration not stated)	-15	6	-1	24	-33	-0.67	-7	-1	6
Cc1ccc2nc(NC(=O)COC(=O)c3ccco3)sc2c1	-26	1	3	1	23	1.7	-1	-24	2
COC(=O)C1=C(C)OC(N)=C(C#N)C1c1ccsc1 (configuration not stated)	-22	-3	0	-5	8	0.03	5	0	-6
COc1ccc(C2CC(=O)C=C(NCCC(C)C)C2)cc1 (configuration not stated)	-9	14	0	0	10	0.29	-2	-47	3
CC(C)(C)NC(=O)Cn1cc(C#N)c2cc(Br)ccc21	-21	-2	6	0	32	-0.63	-2	-4	2
O=C(c1ccc(Cl)c(Cl)c1)c1cnc(Nc2ccccc2)s1	-45	-18	0	.	25	0.07	11	-4	-8
COc1ccccc1C(=O)n1nc(C)cc1C	-8	-12	1	-1	-2	0.6	6	-18	-6
CN(C(=O)c1cc2n(n1)C(C(F)(F)F)CC(c1ccco1)N2)c1ccccc1 (configuration not stated)	14	13	-1	-7	4	-0.49	-8	-12	6
CC1Cc2ccccc2N1C(=O)C1CCCN(S(=O)(=O)c2cccc3nsnc23)C1 (configuration not stated)	20	-28	5	.	-5	-1	4	-4	-4
CCOC(=O)c1ccc(NCc2nc3ccccc3[nH]2)cc1	-51	-4	-4	-2	15	.	6	-8	-7
O=c1cc(CSc2nc3cc(Cl)ccc3o2)nc2sccn12	-13	-5	3	5	-12	-1.3	-2	-13	2
O=[N+]([O-])c1ccc(/C=N/Nc2nc(N3CCCCCC3)nc(N3CCCCCC3)n2)o1	-14	4	4	14[fluorescence artefact?]	-13	-0.27	9	-16	-8
CNC(=O)c1cc2c(s1)CCCCCC2	-4	-15	-3	.	8	-0.02	-7	29	2
CCOC(=O)C1CCN(C(=O)COc2ccc(S(=O)(=O)NC(C)C)cc2Cl)CC1	-14	-12	-1	.	-6	0.15	0	-10	-4
CCCCCCC(=O)Nc1cc2c(C)cc(=O)oc2cc1C	-7	-22	1	-8	-7	0.32	-5	0	4
Cc1cccc(NC(=O)CSc2nnc(-c3ccco3)o2)c1	24	-4	0	-9	4	1.5	5	1	-3
Cn1nnnc1-c1cc(Br)ccc1NC(=O)c1ccccc1	13	.	-5	.	.	-0.65	-7	.	6
CCN(CC)CCCNC(=O)c1sc2nc(-c3ccc(F)cc3)cn2c1C	2	.	-7	2	17	-0.11	2	-6	-2
Cc1nn2c(nc1=O)SCC(c1ccccc1)=N2	-36	-5	-13	.	18	0.5	-3	-13	7
COc1ccc(-c2[nH]nc(-c3ccccc3)c2-c2nc3ccccc3[nH]2)cc1	11	21	-5	8	16	-1.3	1	11	1
COc1ccc(N(C(=O)Cc2cccs2)C(C(=O)NC2CCCCC2)c2cccn2C)cc1 (configuration not stated)	4	14	3	-5	24	0.42	-2	-12	2

No new results follow: 17 of the compounds above.
SMILES	IL1B cytotox	F-actin modifier	FAK blocker	ERa coact inh	VCAM1 TNFa inh	Pyk2 oligo antag	LYP inh 2	HUVEC tox TNFa	LYP act
COc1ccc(C2CC(=O)C=C(NCCC(C)C)C2)cc1 (configuration not stated)	-9	14	0	0	10	0.29	-2	-47	3
CC(C)(C)NC(=O)Cn1cc(C#N)c2cc(Br)ccc21	-21	-2	6	0	32	-0.63	-2	-4	2
O=C(c1ccc(Cl)c(Cl)c1)c1cnc(Nc2ccccc2)s1	-45	-18	0	.	25	0.07	11	-4	-8
COc1ccccc1C(=O)n1nc(C)cc1C	-8	-12	1	-1	-2	0.6	6	-18	-6
CN(C(=O)c1cc2n(n1)C(C(F)(F)F)CC(c1ccco1)N2)c1ccccc1 (configuration not stated)	14	13	-1	-7	4	-0.49	-8	-12	6
CC1Cc2ccccc2N1C(=O)C1CCCN(S(=O)(=O)c2cccc3nsnc23)C1 (configuration not stated)	20	-28	5	.	-5	-1	4	-4	-4
CCOC(=O)c1ccc(NCc2nc3ccccc3[nH]2)cc1	-51	-4	-4	-2	15	.	6	-8	-7
O=c1cc(CSc2nc3cc(Cl)ccc3o2)nc2sccn12	-13	-5	3	5	-12	-1.3	-2	-13	2
O=[N+]([O-])c1ccc(/C=N/Nc2nc(N3CCCCCC3)nc(N3CCCCCC3)n2)o1	-14	4	4	14[fluorescence artefact?]	-13	-0.27	9	-16	-8
CNC(=O)c1cc2c(s1)CCCCCC2	-4	-15	-3	.	8	-0.02	-7	29	2
CCOC(=O)C1CCN(C(=O)COc2ccc(S(=O)(=O)NC(C)C)cc2Cl)CC1	-14	-12	-1	.	-6	0.15	0	-10	-4
CCCCCCC(=O)Nc1cc2c(C)cc(=O)oc2cc1C	-7	-22	1	-8	-7	0.32	-5	0	4
Cc1cccc(NC(=O)CSc2nnc(-c3ccco3)o2)c1	24	-4	0	-9	4	1.5	5	1	-3
Cn1nnnc1-c1cc(Br)ccc1NC(=O)c1ccccc1	13	.	-5	.	.	-0.65	-7	.	6
CCN(CC)CCCNC(=O)c1sc2nc(-c3ccc(F)cc3)cn2c1C	2	.	-7	2	17	-0.11	2	-6	-2
Cc1nn2c(nc1=O)SCC(c1ccccc1)=N2	-36	-5	-13	.	18	0.5	-3	-13	7
COc1ccc(-c2[nH]nc(-c3ccccc3)c2-c2nc3ccccc3[nH]2)cc1	11	21	-5	8	16	-1.3	1	11	1

The listing continues.
SMILES	IL1B cytotox	F-actin modifier	FAK blocker	ERa coact inh	VCAM1 TNFa inh	Pyk2 oligo antag	LYP inh 2	HUVEC tox TNFa	LYP act
O=C(c1ccc(NC2=NC3CS(=O)(=O)CC3S2)cc1)N1CCN(Cc2ccccc2)CC1 (configuration not stated)	5	-7	7	93*[fluorescence artefact?]	-6	.	-11	-19	7
CC(C)N(CCc1ccncc1)C(=O)Nc1ccc(F)cc1	6	12	-3	-2	11	.	-8	-74	4
CNc1nnc(-c2ccncc2)s1	-4	7	2	2	17	-0.26	-13	-12	13
CCOC(=O)c1[nH]c2ccccc2c1NC(=O)CC	-5	-16	10	-2	-1	.	1	44	-2
COCCn1c(NCc2ccccc2)nc2c1c(=O)[nH]c(=O)n2C	16	6	1	-1	5	-0.27	-2	-5	3
COc1ccc(OC)c(NS(=O)(=O)c2ccc(N3CCCC3=O)cc2)c1	.	-9	0	.	41*	2.5	-4	64	1
Cn1c(=O)c2[nH]c(-c3cccnc3)nc2n(C)c1=O	-8	-8	-2	4	-19	0.26	5	-9	-6
CCOc1cc(S(=O)(=O)N(CC)CC)ccc1F	-2	8	1	0	-12	1.1	3	.	-1
C=CCn1c(SCC(=O)Nc2cc(C)ccc2C)nnc1-c1cnccn1	5	22	0	9	-3	-0.38	-3	-11	0
C=C(C)CSC1=C(C#N)C(c2ccsc2)CC(=O)N1 (configuration not stated)	-19	-28	5	12[fluorescence artefact?]	11	0.02	-7	52	4
O=C(NCc1ccco1)c1ccc(CS(=O)(=O)Cc2ccc(F)cc2)o1	-6	-20	-1	-3	-19	0.79	5	-18	-4
CN1CCN(C(=O)C23CCC(C)(c4nc5ccccc5nc42)C3(C)C)CC1 (configuration not stated)	-15	14	3	-2	15	2	16	-3	-13
CCn1ccnc1C(O)c1ccccc1OC (configuration not stated)	8	5	2	-20	-1	0.44	-2	-43	2
CC(C)C[C@H](NC(=O)OC(C)(C)C)c1nnc(SCc2ccccc2)o1	2	-12	1	-5	12	-0.88	4	-8	-2
COc1ccc(C2C(C(=O)N3CCN(c4ccccc4)CC3)c3ccccc3C(=O)N2C)cc1 (configuration not stated)	-20	-6	0	-1	17	-0.66	5	-4	-1
